GRP78 ERSR act: induces the endoplasmic reticulum stress response in human glioma cells; U87-MG GRP78 promoter luciferase reporter, 16 h; Potency, µM, for the others: top-dose activation, actives largely listed as activators; 420,000 tested, 0.02% active; AID 602332; note: potency is the fitted concentration of half-maximal effect; series mostly up to about 76 µM; % of control where 0% means no effect; nearly all actives have a fitted effect of over 35% in size
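Stably transfected U87-MG human glioma cells carrying a GRP78-based luminescent sensor were seeded at 1000 cells/well, pin-dosed with compounds and incubated 16 h. Luciferase reagent was then added, and end-point luminescence was read after 10 min at room temperature.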
Vif-APOBEC3G blk: Vif-A3G binding inhibition; Q9HC16; HeLa A3G-eYFP + Vif (tagged APOBEC3G with the HIV-1 protein that degrades it), YFP fluorescence, overnight; Potency, µM (doses to about 46.1 µM), without a hit: at the top dose activity, negative = active, usual class: inhibitors; 410,000 tested, 0.076% active; AID 602310;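 note: potency is the fitted concentration of half-maximal effect; % is set by controls: 0 for no effect and ±100 for the full control effect; nearly all actives have a fitted effect of over 60% in size; hits raise eYFP signal because A3G escapes Vif-driven loss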
Target sequence (Q9HC16 whole entry, looked up): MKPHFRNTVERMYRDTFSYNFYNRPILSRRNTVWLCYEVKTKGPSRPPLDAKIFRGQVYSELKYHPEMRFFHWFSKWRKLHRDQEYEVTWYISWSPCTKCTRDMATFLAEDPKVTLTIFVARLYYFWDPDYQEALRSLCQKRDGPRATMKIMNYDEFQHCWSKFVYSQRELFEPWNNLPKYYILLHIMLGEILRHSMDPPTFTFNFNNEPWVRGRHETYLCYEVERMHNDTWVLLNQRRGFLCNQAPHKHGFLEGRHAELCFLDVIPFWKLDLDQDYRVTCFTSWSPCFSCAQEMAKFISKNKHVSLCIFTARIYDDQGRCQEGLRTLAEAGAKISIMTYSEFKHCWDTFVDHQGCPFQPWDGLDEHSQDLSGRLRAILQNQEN
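Read-out is eYFP fluorescence (Ex 488/Em 500-530) from Vif-expressing HeLa A3G-eYFP cells; more signal means A3G escaped Vif-mediated degradation. Cells plated overnight, compound pinned in, incubated overnight at 37 deg C.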
D1 agonist: activates the human D1 dopamine receptor. P21728. HEK293 T-REx D1 cells, calcium flux, agonist mode. activation, % at 2 µM. 360,000 tested, 1% active; in the data active = activation above about 30%; note: 0% is about no effect
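Agonism was scored from calcium flux recorded over 180 s (1 read/s) after pintool compound addition, following a 10-cycle baseline. Cells were inducible force-coupled HEK293 TREx D1, plated overnight at 30 C and loaded with no-wash calcium dye.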
RXFP1 ag: activates the human relaxin receptor RXFP1; HEK293T-RXFP1 cAMP TR-FRET, 30 min; response scale: percent of porcine relaxin response, buffer zero; 370,000 tested, 0.3% active; AID 2676; Potency, µM (highest dose often 57.5 µM), without a hit: top-dose activation, hits mostly activators; note: potency is the fitted concentration of half-maximal effect; % is set by controls: 0 for no effect and ±100 for the full control effect; nearly all actives have a fitted effect of over 60% in size; many of its hits are not listed in these tables
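HEK293T cells stably expressing RXFP1 were pretreated with the PDE4 inhibitor Ro 20174, exposed to compounds for 30 min at 37C, lysed, and cAMP was read by TR-FRET. Data normalized to buffer (basal) and 29 nM porcine relaxin (100%).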
D1 antagonist: antagonists of human D1 dopamine receptor. HEK293 TREx D1 cells, calcium flux, dopamine EC80; stronger effect = lower value. activity change, negative = inhibition, % at 10 µM. P21728. 360,000 tested, 3.2% active; in the data active = activity change below about -30%; note: % is set by controls: 0 for no effect and ±100 for the full control effect
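Cells carrying a force-coupled, tetracycline-inducible human D1 receptor report calcium flux. Each well gets a 10 s baseline, compound with 180 s monitoring, then an EC80 dopamine stimulus with a second 180 s kinetic read.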
Vif-APOBEC3F blk: blocks the Vif interaction with APOBEC3F; Potency, µM (series often up to 46.1 µM), inactives show top-dose activity, negative = active; AID 602313; 390,000 tested, 0.2% active; HeLa A3F-eYFP + Vif (tagged APOBEC3F with the HIV-1 protein that degrades it), YFP fluorescence increase; note: potency is the fitted concentration of half-maximal effect; % of control where 0% means no effect; nearly all actives have a fitted effect of over 65% in size
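HeLa cells stably expressing A3F-eYFP plus Vif, plated and incubated overnight at 37 deg C, then exposed to compounds overnight at 37 deg C. Blocked degradation read as raised yellow fluorescence (Ex 488/Em 500-530).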
D2 potentiator: D2 dopamine receptor (human) potentiation; P14416; HEK293 T-REx D2, calcium flux, EC20 dopamine potentiation; potentiation, % at 10 µM; 340,000 tested, 0.34% active;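 active = potentiation over 3 SD above the plate norm, cut at about 30% in these data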; note: 0% is about no effect
Target sequence (P14416 whole entry, looked up): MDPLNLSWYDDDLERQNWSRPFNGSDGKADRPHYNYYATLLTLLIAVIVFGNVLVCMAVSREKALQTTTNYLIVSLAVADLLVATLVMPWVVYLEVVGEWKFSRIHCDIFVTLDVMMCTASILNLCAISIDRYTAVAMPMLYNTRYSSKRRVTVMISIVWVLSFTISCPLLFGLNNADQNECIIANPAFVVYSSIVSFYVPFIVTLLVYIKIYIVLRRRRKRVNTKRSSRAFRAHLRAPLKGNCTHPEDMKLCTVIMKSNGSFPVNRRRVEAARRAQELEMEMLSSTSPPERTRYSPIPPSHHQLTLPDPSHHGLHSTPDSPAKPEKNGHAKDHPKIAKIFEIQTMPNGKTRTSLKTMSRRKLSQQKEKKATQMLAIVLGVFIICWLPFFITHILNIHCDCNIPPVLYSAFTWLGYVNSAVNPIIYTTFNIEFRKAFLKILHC
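Calcium flux readout, no-wash dye, 1 read/s. Inducible HEK293 Trex D2 line, overnight 30 C. Compound alone 180 s (agonist flags), then EC20 dopamine, another 180 s to score potentiation.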
LDHA inh: LDHA (human) enzyme inhibition; purified LDHA, NADH/diaphorase-resazurin fluorescence; stronger effect = lower value; activity change, % (values are at about 110 or 230 µM); 480,000 tested, 0.15% active; AID 1347041; in the data active = activity change below about -30%; inconclusive = mostly about -25% to -30%;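 note: plate controls were DMSO wells for no effect and wells without enzyme for full effect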
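LDH5 2 nM; NADH 0.06 mM, pyruvate 0.2 mM; 200 mM Tris pH 7.4, EDTA, Tween-20; 5 min RT. Detection: diaphorase 0.133 mg/mL + resazurin 37 µM, fluorescence ex540/em590 at 0 and 20 min; normalized to enzyme-free and DMSO wells.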
D1 PAM: enhances dopamine response at the human D1 receptor; P21728; HEK293 TREx D1 cells, calcium flux, dopamine EC20 potentiation; potentiation, % at 10 µM; 360,000 tested, 0.036% active; in the data active = potentiation above about 30%; note: 0% is about no effect
Numbers without * were called inactive; ? = inconclusive; . = no result given; & = joins results of further samples. Unless noted, calls come from the whole dose curve; as a rule, active = well fitted curve in the direction sought with a large enough effect; inconclusive = small, poorly fitted or top-dose-only effect, or another doubt; inactive = no such curve, though single readings can be large; an effect the other way counts as inactive or inconclusive.

Compound	GRP78 ERSR act	Vif-APOBEC3G blk	D1 agonist	RXFP1 ag	D1 antagonist	Vif-APOBEC3F blk	D2 potentiator	LDHA inh	D1 PAM
O=C(CCCn1c(=O)[nH]c2cc(Cl)ccc2c1=O)NCCCN1CCCC1=O	-3%	-16%	0	0.9%	0	-2%	2	-1	18
COc1ccccc1N1CCCSC1=Nc1ccccc1	-3%	-3%	.	.	.	1%	.	-3	.
O=C(CCCCCN1C(=O)c2ccccc2C1=O)NCc1ccccn1	-9%	3%	.	-1.1%	.	-5%	.	0	.
O=C(CSc1nncs1)NC(=O)NCc1ccco1	-3%	2%	4	5.8%	1	-6%	0	-10	9
COC(=O)CN1C(=O)COc2ccc(S(=O)(=O)N3CCCC3)cc21	-1%	2%	1	-0.9%	2	0%	-2	0	-6
Cn1nnnc1SCC(=O)Nc1ccc(N2CCOCC2)cc1	-1%	1%	2	0.1%	9	0%	11	7	-4
O=C(C[n+]1ccccc1)N/N=C/c1ccc(Br)cc1	-1%	1%	3	1.5%	-4	4%	11	-5	-2
O=C(Nc1cccc(S(=O)(=O)N2CCCCC2)c1)c1c2c(nc3ccccc13)CCN(Cc1ccccc1)C2	-2%	0%	-1	1.8%	8	-3%	-8	1	0
CCOc1ccc2oc(C(=O)O)c(C)c2c1	2%	3%	2	2.0%	16	-1%	6	-3	-5
CSC1=NCCN1C(=O)c1ccc(C)cc1	0%	-4%	4	3.2%	9	-6%	4	-5	-3
CC(Sc1nnnn1C)C(=O)Nc1ccc(Oc2ccccc2)cc1 (stereo not drawn)	-1%	1%	8	-0.7%	-11	-2%	-1	-1	-11
C[C@H](NC(=O)c1[nH]cnc1C(=O)N[C@H](C)c1ccccc1)c1ccccc1	-3%	0%	7	-2.2%	-5	2%	10	-4	4

Random excerpt: three entries already listed.
Compound	GRP78 ERSR act	Vif-APOBEC3G blk	D1 agonist	RXFP1 ag	D1 antagonist	Vif-APOBEC3F blk	D2 potentiator	LDHA inh	D1 PAM
O=C(CSc1nncs1)NC(=O)NCc1ccco1	-3%	2%	4	5.8%	1	-6%	0	-10	9
O=C(CCCCCN1C(=O)c2ccccc2C1=O)NCc1ccccn1	-9%	3%	.	-1.1%	.	-5%	.	0	.
O=C(C[n+]1ccccc1)N/N=C/c1ccc(Br)cc1	-1%	1%	3	1.5%	-4	4%	11	-5	-2

Further entries.
Compound	GRP78 ERSR act	Vif-APOBEC3G blk	D1 agonist	RXFP1 ag	D1 antagonist	Vif-APOBEC3F blk	D2 potentiator	LDHA inh	D1 PAM
O=C(O)CC(NC(=O)Cc1ccccc1)c1ccccc1 (stereo not drawn)	-2%	2%	6	0.3%	-3	-7%	10	-2	-7
Cc1ccc2c(c1)N(CC(=O)c1cccc(Cl)c1)C(=O)C(C)O2 (stereo not drawn)	-3%	1%	4	0.3%	7	0%	-17	-2	-9
CCOC(=O)/C(C#N)=C/Nc1cc(C(C)(C)C)sc1C(C)=O	11%	-3%	-1	6.0%	-1	-5%	-3	0	-4
COC(=O)c1ccccc1NS(=O)(=O)c1c(C)noc1C	-7%	-4%	3	1.3%	-3	1%	-7	-2	7
CC(C)C(NC(=O)c1ccc(C(C)(C)C)cc1)C(=O)Nc1ccc(N2CCOCC2)cc1 (stereo not drawn)	3%	0%	2	0.8%	13	0%	21	4	3
Cc1ccc(-n2nc(C)c3c(C(=O)NCCc4ccccc4)cc(C)nc32)cc1	-2%	1%	4	0.7%	6	-8%	2	-9	3
CCOc1ncccc1C(=O)Nc1ccc(S(=O)(=O)N2CCCC2)cc1	1%	5%	1	?	-6	9%	-6	-10	-3
COc1cc(C(=O)NNC(=O)CN2C(=O)NC3(CCCC3)C2=O)cc(OC)c1OC	-5%	0%	4	1.9%	13	3%	-9	-14	.
C1CCc2c(nc3nnnn3c2NC2CCCC2)C1	-2%	-1%	6	-0.4%	-14	1%	3	-5	-7
COC(=O)c1c(NC(=O)CCCOc2cccc(C)c2)sc2c1C(C(=O)OC)CC2 (stereo not drawn)	-3%	11%	12	0.9%	5	8%	10	-6	0
COC(=O)c1ccc(Oc2cc(C)nc(NCc3ccccc3)n2)cc1	-6%	-1%	6	1.2%	-2	-9%	5	-5	-6
Cc1cc(C)cc(OCC(=O)OCC(=O)N(C)CC(=O)Nc2ccc(F)cc2)c1	-3%	1%	1	0.2%	-10	0%	-24	-1	7

Some of the entries so far, with two lines to a compound.
Every second line gives: GRP78 ERSR act | Vif-APOBEC3G blk | D1 agonist | RXFP1 ag | D1 antagonist | Vif-APOBEC3F blk | D2 potentiator | LDHA inh | D1 PAM
O=C(O)CC(NC(=O)Cc1ccccc1)c1ccccc1 (stereo not drawn)
→ -2% | 2% | 6 | 0.3% | -3 | -7% | 10 | -2 | -7
Cc1ccc2c(c1)N(CC(=O)c1cccc(Cl)c1)C(=O)C(C)O2 (stereo not drawn)
→ -3% | 1% | 4 | 0.3% | 7 | 0% | -17 | -2 | -9
CCOC(=O)/C(C#N)=C/Nc1cc(C(C)(C)C)sc1C(C)=O
→ 11% | -3% | -1 | 6.0% | -1 | -5% | -3 | 0 | -4
COC(=O)c1ccccc1NS(=O)(=O)c1c(C)noc1C
→ -7% | -4% | 3 | 1.3% | -3 | 1% | -7 | -2 | 7

More results:
Compound	GRP78 ERSR act	Vif-APOBEC3G blk	D1 agonist	RXFP1 ag	D1 antagonist	Vif-APOBEC3F blk	D2 potentiator	LDHA inh	D1 PAM
O=C(Nc1ccc(-c2cn3ccccc3n2)cc1)c1ccco1	-7%	-10%	9	0.7%	-10	-4%	-4	-12	-1
CC(C)CCNC(=O)C(=O)Nc1ccccc1	0%	-7%	4	0.5%	6	6%	-1	-10	-13
CC(=O)N/N=C(\C)CC(=O)NC(C)(C)C	-1%	1%	1	-0.4%	-18	4%	7	-11	0
O=C(NCc1ccc(F)cc1)c1c2c(nc3ccccc13)C(=O)N(C1CCCCC1)C2	-2%	-2%	0	-2.4%	-2	1%	19	-4	-3
COc1ccc(C)cc1NC(=O)C(=O)NCC(c1cccnc1)N1CCc2ccccc21 (stereo not drawn)	-3%	-1%	1	-1.7%	6	5%	5	1	-2
COc1ccc2cc(C(=O)NCCCN3CCCC3=O)[nH]c2c1	-4%	2%	0	0.3%	-10	0%	10	-7	-1
Cc1ccc2nc(-c3ccc(NC(=O)COc4ccc(Cl)c(C)c4)cc3)sc2c1	0%	-1%	1	-0.4%	16	5%	15	-14	0
Cc1cc(C)cc(OCC(=O)N(C)CC(=O)Nc2ccc(N3CCOCC3)cc2)c1	-4%	-2%	3	0.3%	5	-1%	-11	-2	-4
COC(=O)CC1COc2ccccc2N1C(=O)/C=C/c1ccccc1 (stereo not drawn)	0%	0%	3	-0.9%	-10	-3%	-1	-1	-7
CC/C(=N\N=C(/CC)c1ccccc1N)c1ccccc1N	1%	0%	.	.	.	7%	.	-2	.
CN(C(=O)CN1CCC(NC(=O)c2ccccc2Br)CC1)C1CCCCC1	-4%	0%	0	1.3%	9	-1%	.	-2	0
CCc1nc2nc(C)c(NS(=O)(=O)c3ccc(C)cc3)c(=O)n2[nH]1	-5%	-4%	3	0.1%	-20	2%	-11	-16	-1
CCOC(=O)c1c(NC(=O)c2cccnc2Cl)sc(C(=O)N(C)C)c1C	-3%	4%	1	5.0%	-19	-6%	8	-1	0
CCN(CC(=O)NCc1ccc(Cl)cc1)C(=O)/C=C/c1ccc(Cl)c([N+](=O)[O-])c1	-4%	-1%	2	-0.3%	-4	-20%	.	-13	-3
CC(=O)C1=NN(c2ccccc2)C(c2cccs2)N1c1ccccc1 (stereo not drawn)	.	.	4	1.4%	-3	.	11	.	0
Cc1occc1C(=O)N/N=C/c1ccc(OCc2ccccc2)cc1	-11%	-4%	3	-0.5%	1	6%	3	-8	-4
CC(Oc1ccccc1)C(=O)Nc1nc(-c2ccccn2)cs1 (stereo not drawn)	5%	-1%	6	-1.3%	-8	?	9	-1	-2
COc1cc(-c2nnc3sc(-c4ccncc4)nn23)cc(OC)c1OC	-4%	5%	.	.	.	0%	.	-2	.
OCCC1CN(CCCc2ccccc2)CCN1Cc1ccc(F)cc1 (stereo not drawn)	0%	1%	8	0.7%	1	-5%	-18	-9	0
O=C(Nc1cccc(Cl)c1)Nc1cnccn1	-2%	0%	13	1.3%	-45*	-11%	12	-1	-7
O[C@H]1C[C@H](c2ccc(Cl)cc2)N(CC2CCCCC2)C[C@@H]1n1cc(C2CC2)nn1	-13%	-11%	.	.	.	2%	.	4	.
Cc1cc(-c2ccccc2)nc(Cl)c1C#N	-3%	-13%	-1	4.3%	-1	-26%	-2	-9	-3
CN1c2ccccc2C2(C)CCCC3=Cc4cccc([N+](=O)[O-])c4OC312 (stereo not drawn)	-4%	-10%	3	-0.5%	-2	-6%	-5	1	-9
CC(C)N(Cc1ccccc1)C(=O)CN1C(=O)COc2ccc(S(=O)(=O)NC3CCCC3)cc21	-3%&-5%	0%&-1%	-1&-2	1.3%&4.0%	-1&-3	1%&2%	-12&-7	-1&1	-6&1

Source: PubChem

This is a subset; the hit share may differ from the screen's.
